# High-throughput results as filed in PubChem.
# PV pol inh – poliovirus RNA polymerase inhibition; P03300; poliovirus polymerase elongation, fluorescence polarization; stronger effect = lower value; % elongation, % (compound at 16.7 µg/mL); 150,000 compounds, 0.66% hits; AID 588519; in the data active = % elongation below about 90%; note: some results filed as inactive read as strong as hits
# Target sequence (P03300 1749-2209 limits assumed): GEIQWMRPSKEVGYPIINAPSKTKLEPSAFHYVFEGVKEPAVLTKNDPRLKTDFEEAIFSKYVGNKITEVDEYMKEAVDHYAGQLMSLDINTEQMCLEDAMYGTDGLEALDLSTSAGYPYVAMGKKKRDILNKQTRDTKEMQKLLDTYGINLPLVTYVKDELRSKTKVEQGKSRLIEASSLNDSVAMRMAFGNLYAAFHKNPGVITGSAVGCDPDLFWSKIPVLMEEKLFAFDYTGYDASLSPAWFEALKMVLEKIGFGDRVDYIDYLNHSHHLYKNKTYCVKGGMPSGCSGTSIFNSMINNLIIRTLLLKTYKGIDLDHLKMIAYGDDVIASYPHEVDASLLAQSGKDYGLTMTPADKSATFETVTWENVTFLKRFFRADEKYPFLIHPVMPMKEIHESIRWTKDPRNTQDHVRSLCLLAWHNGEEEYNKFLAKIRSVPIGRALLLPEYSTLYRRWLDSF
# PV pol inh FP z-score – recorded beside PV pol inh, whose call it bears; z-score; measured here: FP z-score; hits read low
# Starred values were filed as active, the others as inactive. Some of the compounds tested; the hit share may differ from the screen's.
SMILES,PV pol inh,PV pol inh FP z-score
CCn1c(C(=O)N2CCCC(C(=O)NCCCc3ccccc3)C2)cc2sccc21 (configuration not stated),104,0.7
OC1(CCC2(O)CCCC2)CCCC1,100,0
O=C(CCNc1n[nH]c(=O)[nH]c1=O)NCc1ccco1,106,0.3
CCOc1cccc(C2c3[nH]c4ccccc4c3CCN2C(=O)CCC2CCCC2)c1 (configuration not stated),106,-0.4
O=C(CN1CCOCC1)N(C1CCCCC1)C1CCS(=O)(=O)C1 (configuration not stated),101,-0.4
CCc1ccc(CNC(=O)CCCN2C(=O)CCn3nc(-c4cccn4C)cc32)cc1,107,0.2
Clc1cccc(CSc2nnc3ccccn23)c1,105,1.2
Cc1ccc(CCNC(=O)c2cc3sccc3n2Cc2ccc(F)cc2)cc1,104,0
CC(C)(C)P(=NC(=S)N1CCCCCC1)(N1CCOCC1)N1CCOCC1,106,0.5
O=P(O)(CN1CCCCCC1)C1Cc2ccccc2C1,97,-0.8
CCSc1nnc(C2CCN(CC(=O)Nc3ccc(N4CCCCCC4)cc3)CC2)n1C,103,0.4
CCn1cc(C(=O)N2CCN(c3cc(Cl)ccc3C)CC2)c(=O)c2cc(S(=O)(=O)N3CCOCC3)ccc21,100,-0.8
Cc1n[nH]c(C)c1S(=O)(=O)N1CCC2(CC1)OCCO2,100,-1.1
CC(C)(C)NC(=O)c1cccc(NC(=O)Cc2cccs2)c1,100,-0.6
Cc1cccc(NC(=O)C(=O)NCCc2csc(-c3ccc(C(F)(F)F)cc3)n2)c1C,103,-1
CCCN(CCC)C(=O)Cn1ncc2c(=O)oc3ccccc3c21,99,-1.1
Cc1ccc(-c2ccc(NC(=O)C3C4C=CC(C4)C3C(=O)O)cc2)o1 (configuration not stated),104,0
CSc1ncc2c(=O)n(CC3CCCO3)ccc2n1 (configuration not stated),100,0
CC(=O)NC(=O)NCc1ccccc1,108,0.8
O=C1CN(Cc2nc3ccc(Cl)cc3n2CCO)c2ccccc2N1,104,0.2
O=C(CNC(=O)c1ccc(-c2ccccc2)cc1)OC1CCOC1=O (configuration not stated),102,-0.1
CC(=O)c1ccc(N2CCN(C(=O)NCc3noc4ccc(C)cc34)CC2)cc1,107,0.1
CCOc1ccc(OCC)c(Nc2cc(C)nc3nc(-c4ccco4)nn23)c1,103,-0.4
O=C(Cn1c(=O)oc2cc(S(=O)(=O)N3CCCC3)ccc21)Nc1ccc(OC(F)(F)F)cc1,110,0.9
CCCN(CCC)C(=O)Cn1c(=O)n(CCCCC(=O)NC2CCCC2)c(=O)c2ccccc21,100,-0.1
CCOC(=O)C(O)(c1ccc(NC(=O)NC)cc1)C(F)(F)F (configuration not stated),103,0.3
CCOC(=O)c1c(-c2ccccc2)csc1/N=C/C1C(=O)CCCC1=O,101,0
O=C(NCCO)c1c2c(nc3ccccc13)CCCC2,100,-0.2
Cc1c(S(=O)(=O)c2ccc(Cl)cc2)csc1C(=O)N(Cc1ccccc1)Cc1cccnc1,101,-0.4
CC(C)CCNC(=O)c1cc2ccc3cccnc3c2[nH]1,101,-0.3
Cc1c(CC(=O)N2CCOCC2)c(=O)oc2cc3occ(-c4ccc(F)cc4)c3cc12,101,-0.7
Cc1cc(CSc2ccccc2C(=O)OCc2nc3sc4c(c3c(=O)[nH]2)CCC4)no1,116,1.4
NNC(=S)NCc1ccc2c(c1)OCO2,103,0.2
COc1cccc(CNC(=O)C2=C(C)C(=O)OC23CCCCCC3)c1,104,-0.4
O=C(Cn1c(NCCO)nc2ccccc21)N1CCOCC1,100,-0.1
COc1ccc(CC(=O)OCC(=O)Nc2ccc3c(c2)OCO3)cc1,106,0
CS(=O)(=O)Nc1cccc(C(=O)OC2CCOC2=O)c1 (configuration not stated),101,-0.3
Cc1ccc(C)n1-c1ccc(C(=O)N2CCCCC2C)cc1 (configuration not stated),98,-0.8
CCn1c2ccccc2c2cc(N=Cc3ccc(OC(=O)c4ccco4)cc3)ccc21,99,-0.1
Cn1c(=O)oc2cc(S(=O)(=O)NCCCN3CCN(c4cccc(Cl)c4)CC3)ccc21,104,0.9
CC(=O)Nc1ccccc1-c1nc2ccccc2n(C(C)C(=O)Nc2ccccc2C(F)(F)F)c1=O (configuration not stated),110,0.5
CC(=O)NCc1ccc(C(=O)CSc2nc(C3CC3)n(-c3ccccc3)n2)s1,111,1.2
CC(=O)c1ccc(Oc2nc(C)nc3c2oc2ccccc23)cc1,101,-0.8
Cc1ccc(S(=O)(=O)c2[nH]c(-c3ccccc3)nc2SC(C)C(=O)O)cc1 (configuration not stated),101,-0.2
Oc1cc(C2CCCCC2)cc(C2CCCCC2)c1,101,0
Cc1nnsc1-c1noc(CS(=O)(=O)c2ccc(Cl)cc2)n1,102,0
COc1cc(C(=O)Nc2ccc(OCc3cc(=O)n4cc(C)sc4n3)cc2)cc(OC)c1OC,99,-1.6
CCN(c1ccccc1)S(=O)(=O)c1nnc(NC(=O)C(C)(C)C)s1,107,-0.2
Cc1ccc(C)c(CN2C(=O)c3ccccc3S(=O)(=O)c3ccc(C(=O)N4CCCCCC4)cc32)c1,100,-1.5
CC(=O)c1cc2c(cc1N/C(=N/S(=O)(=O)c1ccc(Br)cc1)c1ccccc1)OCO2,103,-0.5
CCN(Cc1ccccc1)C(=O)CSc1nnc(C)c(=O)n1N,104,0.2
COc1ccc(Cl)cc1NC(=O)c1cc2c(CO)cnc(C)c2oc1=N,101,0.1
CC(C)(C)NC(=O)CSc1nc2ccccc2n1-c1ccccc1,101,0
C[C@@H](N)[C@H](O)c1ccccc1,99,0
CC(=O)N(c1nc(-c2cc3ccccc3oc2=O)cs1)c1cccc(C)c1C,103,0.2
CCCNC(=O)C1CCN(S(C)(=O)=O)CC1,99,-0.7
CCCNC(=O)c1ccc2c(c1)N(Cc1ccccc1)C(=O)c1ccccc1S2,102,0.2
Cc1nn2c(=O)cc(COC(=O)CNC(=O)c3ccc(F)cc3)nc2s1,102,-1.1
CCOc1ccccc1NS(=O)(=O)c1c(C)nc2sccn2c1=O,111,0.7
O=c1c2ccccc2c(-c2ccccc2)nn1CCc1ccccn1,108,0.6

# (continued)
SMILES,PV pol inh,PV pol inh FP z-score
CC(c1ccccc1)N1C(=O)CC(Sc2ncccc2C(=O)O)C1=O (configuration not stated),102,0.1
CCN1CCCC1CNC(=O)c1ccc2c(c1)[nH]c(=O)n2Cc1ccc(OC)cc1 (configuration not stated),104,0.8
CCOc1ccc(NC(=O)c2cc3c(=O)n(C)c4ccccc4c3n2C)cc1,101,-0.8
Cc1cc(S(=O)(=O)c2cc3ccc(O)c(C)c3oc2=O)ccc1F,101,0.1
C=CCNc1nc(N2CCCCC2)nc(N2CCCCC2)n1,103,0.5
C/C(N)=C(/C#N)C(=O)CSc1nncn1-c1ccccc1,103,0.1
CC1(C)C(=O)Nc2ccccc2N1C(=O)COc1ccc(C#N)cc1,103,0.2
COc1ccc(Cl)cc1NC(=O)CSCc1cnn(-c2ccccc2)c1-n1cccc1,100,-0.9
CC(=O)Nc1cccc(C(=O)NCc2ccc3c(c2)CCN3C(=O)c2ccc(F)cc2)c1,113,1.5
CCOC(=O)N1CCc2c(sc3c2c(=O)n(Cc2ccccc2)c(=O)n3Cc2cccc(C)c2)C1,108,1.2
CCCOc1ccc2oc(=O)c3c(c2c1)CCCN3C(=O)CN(CC)c1cccc(C)c1,102,0.3
Oc1ccc2c3c1OC1[C@@H](O)CC[C@@]4(O)[C@@H](C2)N(CC2CCC2)CC[C@]314 (some centres not stated),100,0.1
O=C(NC1CC(=O)N(c2cccc(F)c2)C1)C(c1ccccc1)c1ccccc1 (configuration not stated),111,0.9
O=C(NCCCc1nc2ccccc2n1CCCOc1ccccc1)c1ccco1,103,0.1
CC(C)NC(=O)CSc1nc2ccccc2[nH]1,102,0.4
C=C(C)c1cccc(C(C)(C)NC(=O)Nc2ccccc2OC)c1,105,0.2
CCCCN1C(=O)c2[nH]nc(-c3ccccc3O)c2C1c1ccc(C(C)(C)C)cc1 (configuration not stated),108,0.4
CN(C)CCCn1c(N)nc2ccccc21,102,0
O=C(COc1ccccc1[N+](=O)[O-])N1CCN(CCc2ccncc2)CC1,103,-0.2
CC(Sc1n[nH]c(N)n1)C(=O)OC1CCCCC1 (configuration not stated),101,0
COc1cccc2c1cc1c(=O)n(CC(=O)NCCCN3CCN(C)CC3)nc(C)n12,107,0.2
COc1cc(Cl)c(C)cc1NC(=O)CN1c2ccccc2S(=O)(=O)c2ccccc21,100,-0.4
Cc1c(S(=O)(=O)Nc2ccc(Cl)cc2)sc2ccc(Cl)cc12,101,-0.5
CCOc1ccccc1NC(=O)c1cc(S(=O)(=O)N2CCOCC2)cn1C,98,-1.5
Cc1cccc(NC(=O)Nc2nnc(N(C)Cc3ccccc3)s2)c1,102,-1.2
Cc1ccccc1NC(=O)Cn1c(=O)n(Cc2ccc(F)cc2)c(=O)c2cccnc21,104,2.3
Cc1ccc2oc(=O)c3cc(C(=O)N(C)CCC#N)sc3c2c1,100,0
C=CCN(CC=C)S(=O)(=O)Cc1ccc(Cl)cc1,99,-0.9
COCCn1cnc2ccccc21,103,0.1
Oc1ccc(-c2nc3cc4ccccc4cc3nc2-c2ccccc2)cc1,101,-0.2
O=C(c1cccc(C(F)(F)F)c1)N1CCCc2ccccc21,99,-0.7
O=C(CN1CCN(S(=O)(=O)c2cccc(C(F)(F)F)c2)CC1)c1ccc[nH]1,98,-0.6
O=c1ccc(N2CCCCC2)n[nH]1,103,0.9
COc1cc2c(C(=O)N(C)c3cccc(C(F)(F)F)c3)cn(CC(C)C)c(=O)c2cc1OC,103,-0.1
C=CCn1c(-c2ccc(OC)cc2)c(C)sc1=Nc1ccc(C)cc1,101,-0.1
CCOc1ccc2c(c1)OC(c1ccc(OC)cc1)(C(F)(F)F)NC2=O (configuration not stated),98,-0.3
Cc1ccc(CN2CCN(N=Cc3ccccc3O)CC2)c(C)c1,101,0.1
Oc1ccc(/C=N\N2CCN(c3ccccc3)CC2)cc1,101,-0.1
COc1cc(S(=O)(=O)n2cccn2)c(OC)cc1Cl,102,0
C=CCn1c(CSc2nc3ccccc3s2)nnc1SCC(=O)NCCN1CCOCC1,101,-0.4
N#CC1=CN(Cc2ccccc2)C=C(/C=N/Nc2ccc(F)cc2)C1,106,0.5
CN(C(=O)CSC1=NCCS1)c1ccccc1,102,0.3
COc1cccc(-c2coc3cc4oc(=O)cc(C)c4cc23)c1,104,0.7
CNC(=O)C1CCN(C(=O)N2CC(C)Oc3ccccc32)CC1 (configuration not stated),100,-0.9
O=C(Nc1ccncc1)OC1CCCC1,103,0.6
Nc1ccc(Sc2ccc(N)cc2)cc1,101,0
CN(C)c1ccc(C2C=C(c3ccccc3)Nc3nnnn32)cc1 (configuration not stated),112,0.2
CC(C)CCNC(=O)Cn1c(=O)c2cccn2c2ccc(F)cc21,103,0.9
COc1ccc(-c2ccc(=O)n(CC(=O)N(C)c3ccccc3)n2)cc1,102,0.2
CC(=O)Nc1cc2c(s1)CCCC2,100,-0.9
CC(=O)c1ccc(NC(=O)C2CCCN(S(=O)(=O)c3cn(C)cn3)C2)cc1 (configuration not stated),116,2.2
NC(=O)COC(=O)CCN1c2ccccc2Sc2ccccc21,108,0.1
ON=C1CC2C3C/C(=N\O)C4C3CC2C14 (configuration not stated),104,0.2
CC(C)OCCCn1c(SCc2ccccc2C#N)nc2c(sc3ccccc32)c1=O,101,-1.4
CCOC(=O)c1ccc(NC(=O)CCC(C)C(=O)O)cc1 (configuration not stated),104,0.6
NC1=NC(c2cccc(Oc3ccccc3)c2)n2c(nc3ccccc32)N1 (configuration not stated),100,0
O=C(CCn1cnc2onc(-c3ccc(F)cc3)c2c1=O)Nc1ccc(F)c(Cl)c1,113,0.7
CCOc1ccc(CNC(=O)c2cnc3sc(N(CC)CC)nn3c2=O)cc1OC,105,0
CCc1ccc(-n2c(SC(CC)C(=O)N(CC)CC)nc3n[nH]c(C)c3c2=N)cc1 (configuration not stated),97,-1.1
N#Cc1c(-c2ccccc2)nc(SCC(=O)N2CCCc3ccccc32)[nH]c1=O,94,-0.9

# Quoted from above (22 entries):
SMILES,PV pol inh,PV pol inh FP z-score
COc1cc(S(=O)(=O)n2cccn2)c(OC)cc1Cl,102,0
C=CCn1c(CSc2nc3ccccc3s2)nnc1SCC(=O)NCCN1CCOCC1,101,-0.4
N#CC1=CN(Cc2ccccc2)C=C(/C=N/Nc2ccc(F)cc2)C1,106,0.5
CN(C(=O)CSC1=NCCS1)c1ccccc1,102,0.3
COc1cccc(-c2coc3cc4oc(=O)cc(C)c4cc23)c1,104,0.7
CNC(=O)C1CCN(C(=O)N2CC(C)Oc3ccccc32)CC1 (configuration not stated),100,-0.9
O=C(Nc1ccncc1)OC1CCCC1,103,0.6
Nc1ccc(Sc2ccc(N)cc2)cc1,101,0
CN(C)c1ccc(C2C=C(c3ccccc3)Nc3nnnn32)cc1 (configuration not stated),112,0.2
CC(C)CCNC(=O)Cn1c(=O)c2cccn2c2ccc(F)cc21,103,0.9
COc1ccc(-c2ccc(=O)n(CC(=O)N(C)c3ccccc3)n2)cc1,102,0.2
CC(=O)Nc1cc2c(s1)CCCC2,100,-0.9
CC(=O)c1ccc(NC(=O)C2CCCN(S(=O)(=O)c3cn(C)cn3)C2)cc1 (configuration not stated),116,2.2
NC(=O)COC(=O)CCN1c2ccccc2Sc2ccccc21,108,0.1
ON=C1CC2C3C/C(=N\O)C4C3CC2C14 (configuration not stated),104,0.2
CC(C)OCCCn1c(SCc2ccccc2C#N)nc2c(sc3ccccc32)c1=O,101,-1.4
CCOC(=O)c1ccc(NC(=O)CCC(C)C(=O)O)cc1 (configuration not stated),104,0.6
NC1=NC(c2cccc(Oc3ccccc3)c2)n2c(nc3ccccc32)N1 (configuration not stated),100,0
O=C(CCn1cnc2onc(-c3ccc(F)cc3)c2c1=O)Nc1ccc(F)c(Cl)c1,113,0.7
CCOc1ccc(CNC(=O)c2cnc3sc(N(CC)CC)nn3c2=O)cc1OC,105,0
CCc1ccc(-n2c(SC(CC)C(=O)N(CC)CC)nc3n[nH]c(C)c3c2=N)cc1 (configuration not stated),97,-1.1
N#Cc1c(-c2ccccc2)nc(SCC(=O)N2CCCc3ccccc32)[nH]c1=O,94,-0.9
